High-throughput results as filed in PubChem BioAssay.
PGC1a acetyl inh: PGC1a acetylation modulation, inhibitor mode; U2OS PGC1a acetylation, AlphaScreen anti-acetyl-lysine; with virally co-expressed GCN5 acetyltransferase; inhibition, % at 15.6 µM; 0.17% of 350,000 active;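 active = every replicate shows inhibition of at least 40%; inconclusive = mean inhibition at least 40% but some replicate below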;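 also: 0% = neutral control wells and 100% = positive control wells; some results beyond the cut were filed as inactive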
C2C12 statin: suppressors of simvastatin-induced myotoxicity in C2C12 myotubes; ATP luminescence, 48 h; scaled: DMSO 0, geranylgeraniol control 100; rescue of ATP level, % at 7.49 µM; 0.78% of 330,000 active;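 active = mean ATP rescue above about 67%, or every replicate alone reaching that limit, limit read from the data, passing the limit was not always enough; inconclusive = no clear call, values can overlap the other calls; inactive = mean under the limit and some replicate under it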;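 also: myotubes were challenged with 10 µM simvastatin during compound exposure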
PglD inh: inhibitors of Campylobacter jejuni PglD acetyltransferase | inhibition, % at 12.5 µM | purified PglD enzyme, DTNB colorimetric CoA detection | AID 602405 | 0.098% of 360,000 active; in the data active = inhibition above about 16%, passing the limit was not always enough; inconclusive = no clear call, values can overlap the other calls; also: strong numbers were not always called active
miR-122 sensor: miR-122 inhibition in Huh7 cells. 0.3% of 340,000 active. activation (reporter increase), % at 12.5 µM. Huh7 miR-122 Renilla luciferase sensor, 48 h; neutral wells = 0, positive control = 100;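 active = mean replicate activation score at least 90 and every replicate individually at or above 90; inconclusive = only one of the two criteria met; inactive = neither criterion met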;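 also: higher luciferase means less miR-122 activity so hits act as miR-122 inhibitors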
FN deposition inh: fibronectin deposition inhibition; AH1F fibroblasts, Alexa488-fibronectin deposition fluorescence, overnight; inhibition, % at 12.6 µM; AID 743247; 0.086% of 350,000 active;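 active = mean inhibition across replicates of 30% or more, regardless of how many single replicates reach that level; inconclusive = mean under 30% yet at least half of replicates reach 30%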;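 also: positive control wells lacked labelled fibronectin entirely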
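Measured by – fluorescence 485/525 nm · System – AH1F fibroblast monolayer, labelled fibronectin deposition · Amount – 10000 cells per well · Buffer or medium – serum-reduced DMEM (2% serum) · Doses – single dose, pinned · Also added – fluorescent fibronectin at 24 nM final · Schedule – 1 h cell attachment, overnight exposure to compound and label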
Cneo AK release: Cryptococcus neoformans lysis via adenylate kinase release. C. neoformans lysis, adenylate kinase release luminescence, 4 h; normalised: neutral wells 0, clomiphene wells 100. lysis activity, % at 15 µM. 0.2% of 360,000 active;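 active = mean lysis activity across replicates of at least 80%, whatever share of replicates individually reach that level; inactive = mean lysis activity below 80%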
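Test system: log-phase Cryptococcus neoformans yeast cells; Quantity: yeast cell density of 5 × 10^6 cells/mL; Buffer or medium: YPD; Doses: single compound concentration per well; Timing: 4 h at 37 °C static, read 1 h later; Measured by: AK luminescence; Read-out basis: lysis from increased AK signal; Control set: Clomiphene as positive control.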
GSIS activator: primary screen for activators of insulin secretion dependent on glucose, INS-1E cells, GLuc reporter luminescence; INS-1E GLuc reporter insulin secretion, 2-3 h; activation, % at 16.6 µM; 0.61% of 370,000 active; AID 743287;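 active = lowest replicate activation of at least 40%, so every replicate reaches that level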;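 also: 0% = median of neutral control wells and 100% = median of IBMX positive control wells; some compounds called inactive have numbers as strong as hits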
CFTR F508del cor: correctors of CFTR F508del function in bronchial epithelial cells | activity (quench increase), % at 7.58 µM | CFBE cells, YFP halide quenching; stimulated with forskolin plus potentiator P3; % fluorescence drop versus neutral controls | 0.36% of 350,000 active;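 active = mean added fluorescence quench of at least 8% versus neutral control, with both replicates also reaching 8%; inconclusive = only one of the mean or replicate conditions met; inactive = mean below 8% and not both replicates reaching 8%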;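 also: cells transiently co-express mutant CFTR-F508del with the halide-sensitive YFP; corrector assay measuring rescue of mutant channel to the surface after 24 h compound exposure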
Numbers without * were called inactive; ? = inconclusive; / = no result given; & = joins results of further samples; [ ] = dose if it differs, or a comment.

cpd	canonical_smiles	PGC1a acetyl inh	C2C12 statin	PglD inh	miR-122 sensor	FN deposition inh	Cneo AK release	GSIS activator	CFTR F508del cor
1	C#CCOCCOCCOCCNc1nc(N2CCN(C(=O)[C@H]([C@@H](C)CC)n3cc([C@@H](N)Cc4ccc(O)cc4)nn3)CC2)nc(N2CCN(C(=O)[C@H]([C@@H](C)CC)n3cc([C@@H](N)CC(C)C)nn3)CC2)n1	-7	-21	5	-7	4	-2	-3	-1.8
2	CN(C(=O)CN1CCC(NC(=O)c2ccccc2Br)CC1)C1CCCCC1	4	-7	-2	-17	0	0	3	2.0
3	NS(=O)(=O)c1ccc(NC(=O)c2ccc(CSc3ccccc3)o2)cc1	8	-2	-1	-4	2	6	4	1.1
4	C[C@H](CO)N1C[C@H](C)[C@H](CN(C)Cc2cccc(F)c2)Oc2ncc(-c3ccccc3F)cc2C1=O	-8	-5	-1	12[16.7 µM]	/	54	-32	-1.4
5	O=C(Nc1ccccc1N1CCOCC1)c1cccnc1	11	1	5	3	/	-1	0	2.1
6	O=C(NCC(=O)N1CCOCC1)c1ccc(Cl)cc1	/	/	0	/	/	0	7	0.9
7	CS(=O)(=O)ON=C1CCN(S(=O)(=O)c2ccccc2)CC1	11	/	/	/	-2	/	13	-3.5
8	O=C(COc1cccc2cccnc12)N/N=C/c1ccccc1O	3	/	/	/	-1	/	20	0.8
9	CC(C)c1onc(C(=O)N2CCC(C(N)=O)CC2)c1[N+](=O)[O-]	8	/	3	/	2	0	4	-0.9
10	COc1cc(NC(=O)C2CC(=O)NC3=C2C(=O)CC(C)(C)C3)c(OC)cc1Cl (stereo not drawn)	0	/	-5	-3	/	1	/	/
11	COCC(=O)Nc1ccc2c(c1)C(=O)N(C)C[C@H](OC)[C@H](C)CN(C(=O)Cc1cccnc1)[C@@H](C)CO2	-5	-11	2	/	4	-1	0	1.2
12	CC(C)NC(=O)N(C)C[C@H]1Oc2cc(-c3cncnc3)ccc2S(=O)(=O)N([C@H](C)CO)C[C@H]1C	-11	10	-2	-3[16.7 µM]	-1	-1	14	-2.1
13	Cc1[nH]nc(SCC(=O)N2CCC(C)CC2)c1[N+](=O)[O-]	-2	-11	/	-9	-5	/	-1	/
14	C[C@@H]1CN([C@@H](C)CO)C(=O)c2cc(NS(=O)(=O)c3ccccc3)ccc2O[C@@H](C)CCCCO[C@@H]1CN(C)Cc1ccc2c(c1)OCO2	-5	/	3	-5[16.7 µM]	-3	2	-25	2.5
15	CS(=O)(=O)c1ccc2nc(NC(=O)CCNC(=O)c3ccc([N+](=O)[O-])cc3)sc2c1	/	-1	3	/	2	-1	14	-1.3
16	CC1CN(C(=O)c2cc(S(=O)(=O)N3CCCC3)c(Cl)cc2Cl)CC(C)O1 (stereo not drawn)	1	-28	6	4	/	1	/	/
17	C[C@@H]1CN([C@H](C)CO)C(=O)c2cccc(NC(=O)NC3CCCCC3)c2O[C@@H]1CN(C)CC1CC1	10	-9	1	-12[16.7 µM]	/	5	1	-2.4
18	COc1cc(NC(=O)c2cc([N+](=O)[O-])ccc2N2CCOCC2)ccc1NC(=O)c1ccco1	/	-2	1	-2	/	0	4	-0.1
19	CC1(NC(=O)c2cc(-c3cccs3)nn2-c2ccccc2)CCS(=O)(=O)C1 (stereo not drawn)	-2	-7	-1	-5	-1	-1	26	2.1
20	Cc1ccc(CCNC(=O)C2CCN(S(=O)(=O)N3CCC4(CC3)OCCO4)CC2)cc1	-4	16	2	/	/	-1	3	0.5
21	CCOC(=O)N1CCN(C(=O)CSc2nc3c(cnn3-c3ccccc3)c(=O)[nH]2)CC1	12	8	-1	-2	7	-2	28	-0.2
22	CCCCc1nnc(NC(=O)Cn2cnc3ccccc3c2=O)s1	8	/	/	/	-13	/	4	0.5
23	CC(=O)N1[C@@H]2Cn3c(ccc(-c4ccccc4)c3=O)[C@H]1[C@@H](C(=O)NCC1CC1)[C@@H]2CO	-9	2	-3	-6[16.7 µM]	/	2	12	-0.7
24	CCCS(=O)(=O)NC(=O)C1(C)CCN(C(=O)c2cccc3ccccc23)C1 (stereo not drawn)	-3	0	3	0	0	1	1	-2.1
25	CCC1(CC)C(=O)NC(=O)NC1=NCCc1ccc(O)cc1	5	-5	-4	5	/	-22	/	/

An excerpt from above, reduced to miR-122 sensor, C2C12 statin and PglD inh.
entry | molecule | miR-122 sensor | C2C12 statin | PglD inh
23 | CC(=O)N1[C@@H]2Cn3c(ccc(-c4ccccc4)c3=O)[C@H]1[C@@H](C(=O)NCC1CC1)[C@@H]2CO | -6[16.7 µM] | 2 | -3
24 | CCCS(=O)(=O)NC(=O)C1(C)CCN(C(=O)c2cccc3ccccc23)C1 (stereo not drawn) | 0 | 0 | 3

Carrying on:
cpd	canonical_smiles	PGC1a acetyl inh	C2C12 statin	PglD inh	miR-122 sensor	FN deposition inh	Cneo AK release	GSIS activator	CFTR F508del cor
26	O=C(Nc1ccccc1)c1nc[nH]c1C(=O)NCCCCCCNC(=O)c1[nH]cnc1C(=O)Nc1ccccc1	9	-15	6	0	12	3	/	3.4
27	CC[N+](C)(C)c1cccc(O)c1	1	-1	7	-5	4	-1	4	-2.8
28	Cc1ccc(NCCC(=O)c2ccc(Br)cc2)cc1	-1	-4	-2	5	-9	-2	41	/
29	Cc1ccnn1C(C)C(=O)O (stereo not drawn)	-1	/	/	/	2	/	-3	-1.9
30	O=C1C=C(c2ccoc2)N2CCC[C@H]2C1	/	6	-3	/	-3	0	/	2.2
31	COc1ccccc1C(O)(c1ccccc1)C(CN1CCOCC1)c1ccccc1 (stereo not drawn)	/	7	2	0	7	-1	-11	-1.7
32	COc1cc(NC(=O)CCN2CCN(c3ccccc3OC)CC2)cc(OC)c1	5	-11	3	/	-7	0	0	0.7
33	Cc1ccc(S(=O)(=O)Nc2ccc3c(c2)C(=O)N([C@H](C)CO)C[C@@H](C)[C@@H](CN(C)C)O3)cc1	-4	-2	-1	-2[16.7 µM]	-8	63	-1	1.1
34	CC(C)CNC(=S)NNC(=O)CC(C)O (stereo not drawn)	3	/	/	/	-1	/	-6	-0.9
35	COc1ccc(NC(=O)C2C(=O)N(CCO)C3(C)CC2c2ccccc2O3)cc1 (stereo not drawn)	5	/	-6&-9	0	0	7&1	-8	/
36	COc1ccc(N2CCN(C(=O)CCNS(=O)(=O)c3ccccc3)CC2)cc1	3	/	/	/	-6	/	1	-1.1
37	C[C@H]1CN([C@@H](C)CO)C(=O)c2cc(C#Cc3cccnc3)cnc2O[C@@H]1CN(C)Cc1ccccc1	0	19	1	-1[16.7 µM]	0	0	8	-0.9
38	CC(=O)c1ccc(NC(=O)C2CC(=O)N(C(C)C)C2)cc1 (stereo not drawn)	-4	15	1	-6	0	-1	-1	-1.5
39	COc1ccc(Cc2nnc3sc(SCC(=O)Nc4ccccc4)nn3c2=O)cc1OC	/	-11	4	-7	1	-4	10	2.7
40	CN1CCN(C(=O)C[C@H]2CC[C@H]3[C@@H](COC[C@@H](O)CN3C(=O)Nc3ccc4c(c3)OCO4)O2)CC1	5	8	3	2[16.7 µM]	2	-3	6	0.6
41	CC(C)C(=O)Nc1ccccc1N1CCN(C(=O)c2ccccc2)CC1	-1	/	-5	-4	/	-2	4	/
42	O=C(c1c[nH]c2ccc(S(=O)(=O)N3CCC4(CC3)OCCO4)cc2c1=O)N1CCOCC1	4	2	-2	-1	/	0	/	/
43	CCN(CC)c1ccc(CNc2nc3ccccc3n2CCN2CCCCC2)cc1	-11	-50	/	0	0	/	-25	-1.7
44	CN(C)c1ccc(NC(=O)CSc2nnc(C3CCCCC3)n2N)cc1	-5	-4	1	0	-3	-1	/	-0.6
45	O=[N+]([O-])c1ccc(C2CC(c3ccccc3)=Nc3ccccc3S2)cc1 (stereo not drawn)	/	14	2	/	-10	-4	-11	-0.9
46	COc1ccc(CCNc2c(C=O)c(=O)[nH]c3ccccc23)cc1OC	/	6	0	/	1	0	10	1.0
47	O=C(Nc1ccccc1)c1sc(Cl)nc1-c1ccccc1	-9	8	1	-8	1	-1	31	/
48	O=C(c1cccc(F)c1)N1CC2(C1)[C@@H](c1ccccc1)[C@@H](CO)N2Cc1ccccn1	-3	/	/	/	-8	/	3	-0.2
49	COc1ccccc1OCc1ccc(C(=O)N2N=C(C(F)F)CC2(O)C(F)F)o1 (stereo not drawn)	25	23	/	-16	-4	/	-6	/
50	COc1cc2[nH]c(=S)n(Cc3ccc(F)cc3)c(=O)c2cc1OC	-6	/	/	0	-5	/	0	-4.0
51	NC(=O)N/N=C/c1cn(CC(=O)Nc2ccc(F)cc2)c2ccccc12	4	/	-4	4	-2	-2	1	1.3
52	CCC(C)[C@H]1CN=C(N)N1CCc1cccc2ccccc12 (stereo partly drawn)	/	-135	-2	/	-3	11	/	0.2
53	CC(C)C(=O)N1N=C2CCCCC2C1(O)C(F)(F)F (stereo not drawn)	7	/	/	/	-8	/	7	0.5
54	Clc1ccc(/C=N/Nc2nnc(Cl)c3ccccc23)cc1	3	-82	-3	/	/	-4	9	1.6
55	CC(=O)c1cc(OC(=O)N2CCOCC2)ccc1OC(=O)N1CCOCC1	-2	-8	-3	8	/	-3	/	/
56	O=C1CC(c2ccco2)CC(O)=C1C=Nc1ccc(Br)cc1 (stereo not drawn)	5	-40	1	-7	/	-2	/	/
57	COc1ccc(NC(=O)N(C)C[C@@H]2Oc3c(NC(=O)Nc4ccc(C(F)(F)F)cc4)cccc3C(=O)N([C@H](C)CO)C[C@@H]2C)cc1	7	/	/	-2[16.7 µM]	/	/	-26	2.1
58	CC(C)NC(=O)N(C)C[C@H]1Oc2c(NC(=O)Nc3ccc(F)cc3)cccc2C(=O)N([C@H](C)CO)C[C@H]1C	4	6	-1	2[16.7 µM]	12	-1	6	0.6
59	O=S(=O)(Cc1ccccc1)N1CCCCN2[C@H](CO)[C@H](c3ccc(-c4ccccc4)cc3)[C@@H]2C1	5	/	7	7[16.7 µM]	/	1	5	-3.1
60	CCCn1c(=O)c2ccccc2n2c(SCc3nnc(-c4ccccc4Br)o3)nnc12	-6	4	0	-5	/	1	/	0.3
61	Nc1ncnc2c1ncn2[C@@H]1O[C@H](CNS(=O)(=O)c2cc3ccccc3s2)[C@@H](O)[C@H]1O	-10	2	-5	-3	8	2	25	-2.1
62	CN(CCO)c1nc(N)c2c(N)nc3c(c2c1C#N)CC(=O)N3Cc1cccs1	/	-6	6	-3	/	-1	10	-6.6
63	COc1ccc(F)cc1S(=O)(=O)N1CCN(c2ccccn2)CC1	/	5	-11	-26	-1	-2	12	-1.2
64	COCCCNC(=O)c1cc(=O)n(Cc2ccc(Cl)cc2)c2ccccc12	?	/	/	/	3	/	6	0.5
65	O=C(Nc1ccn(CCCNCC2CCCO2)c(=O)n1)OCc1ccccc1 (stereo not drawn)	10	7	-3	-7	1	5	-7	2.0
66	Cc1snc(SCc2c(F)cccc2Cl)c1C#N	-15	-24	2	-2	3	1	-7	-3.2
67	O=S(=O)(NCCN1CCOCC1)c1ccc2c(c1)OCCO2	35	/	/	11	-3	/	6	1.4
68	CCCC(=O)N1CCC2(CC1)CN(Cc1ccc(Cl)cc1)[C@H](CO)c1[nH]c3cc(OC)ccc3c12	-7	/	/	/	-14	/	-16	-0.5
69	COc1ccc(CCNC(=O)c2ccc(OCC(=O)N3CCOCC3)c(OC)c2)cc1	-3	10	-4	-3	/	-1	5	-0.1
